Furin inh: human furin inhibition | purified furin, fluorogenic substrate cleavage | AID 463115 | P09958 | 0.061% of 220,000 active | inhibition, % at 30 µM; in the data active = inhibition above about 25%; also: inactives centre near -15
PPC-1+TRAIL kill: PPC-1 cancer cell killing with TRAIL present | PPC-1 cells + TRAIL, ATPLite viability luminescence | 0.41% of 220,000 active | cell killing (% activity), % at 4 µM;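 active = cell killing above 50% in the first pass at 4 µM, then a duplicate retest at 5 µM averaging 50% or more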;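 also: plate controls were cells with TRAIL plus DMSO for no effect and medium-only wells lacking cells for full effect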
PGE2 EP2 inh: EP2 receptor (human) inhibition; 0.52% of 260,000 active; C6 glioma cells expressing human EP2, cAMP TR-FRET; cells stimulated with saturating PGE2; P43116; inhibition, % at 25 µM;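 active = percent inhibition above 40 after rounding to a whole number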;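 also: rat C6 glioma host cells with rolipram phosphodiesterase inhibitor present; the protocol text gives 20 µM as final concentration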
Target sequence (P43116 whole entry, looked up): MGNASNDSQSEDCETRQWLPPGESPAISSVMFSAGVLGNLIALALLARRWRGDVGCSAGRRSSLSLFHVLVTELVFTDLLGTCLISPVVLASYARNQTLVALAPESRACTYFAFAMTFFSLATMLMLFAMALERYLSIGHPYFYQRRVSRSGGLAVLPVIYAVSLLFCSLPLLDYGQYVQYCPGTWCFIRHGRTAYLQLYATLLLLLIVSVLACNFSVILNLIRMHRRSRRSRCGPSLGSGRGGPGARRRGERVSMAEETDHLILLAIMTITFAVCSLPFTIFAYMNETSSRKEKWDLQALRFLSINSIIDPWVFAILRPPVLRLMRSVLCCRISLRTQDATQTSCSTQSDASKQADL
Tb hexokinase: T. brucei hexokinase 1 inhibition; recombinant TbHK1, G6PDH-coupled NADH A340; inhibition, % at 10 µM; 0.11% of 220,000 active;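 active = inhibition of 50% or more in the single-dose primary screen; inactive = inhibition below 50%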
p97 ATPase inh: blocks human p97 ATPase activity; inhibition, % at 8 µM; recombinant p97 ATPase, Kinase-Glo ATP luminescence, 3 h; 0.42% of 220,000 active; P55072; in the data active = inhibition above about 15%;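 also: 0% = DMSO vehicle and 100% = wells lacking enzyme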
Ba/F3 V617F tox: reduce viability of Ba/F3 cells dependent on JAK2V617F. Ba/F3 EpoR-JAK2V617F viability, ATP luminescence. inhibition, % at 5.6 µM. 1.1% of 220,000 active. AID 1446;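 active = inhibition above the campaign mean plus 3 SD over all tested compounds, cut at about 24% in these data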;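 also: cytokine-independent growth of Ba/F3 cells driven by EpoR plus mutant JAK2; 0% = DMSO-treated cells and 100% = JAK inhibitor I control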
RBBP9 inhibitor: inhibitors of human serine hydrolase RBBP9 | recombinant RBBP9, FP-Rh probe fluorescence polarization | inhibition, % at 7.94 µM | 0.2% of 220,000 active | AID 1515;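 active = inhibition above the campaign mean of all tested compounds plus 3 SD, cut at about 14% in these data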;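 also: plate controls were DMSO wells with RBBP9 for no effect and wells lacking RBBP9 protein for full effect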
Target sequence (O75884 whole entry, looked up): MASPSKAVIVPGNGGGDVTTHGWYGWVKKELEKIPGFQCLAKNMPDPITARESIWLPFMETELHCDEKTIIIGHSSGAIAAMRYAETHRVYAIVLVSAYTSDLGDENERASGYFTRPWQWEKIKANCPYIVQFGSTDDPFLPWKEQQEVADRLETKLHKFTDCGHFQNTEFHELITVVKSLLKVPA
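System: RBBP9 protein / Quantity: 2.5 µM RBBP9 dispensing solution, before mixing / Also added: Serine-hydrolase probe FP-Rh, 375 nM pre-mixing / Dosing: 7.94 µM single dose, 0.794% DMSO / Timing: enzyme-compound preincubation 30 min, then probe labeling 45 min, 25 °C / Signal: FP readout at 525/598 nm / Controls: DMSO-treated enzyme wells and wells lacking RBBP9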
p47phox inh: inhibitors of human p47phox binding | P14598 | p47phox/p22phox peptide binding, fluorescence polarization, 2 h | inhibition, % at 24.7 µM | 0.53% of 220,000 active;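 active = inhibition above about 30%, limit read from the data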;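 also: 0% = p47phox with labelled peptide and 100% = labelled peptide alone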
Target sequence (P14598 whole entry, looked up): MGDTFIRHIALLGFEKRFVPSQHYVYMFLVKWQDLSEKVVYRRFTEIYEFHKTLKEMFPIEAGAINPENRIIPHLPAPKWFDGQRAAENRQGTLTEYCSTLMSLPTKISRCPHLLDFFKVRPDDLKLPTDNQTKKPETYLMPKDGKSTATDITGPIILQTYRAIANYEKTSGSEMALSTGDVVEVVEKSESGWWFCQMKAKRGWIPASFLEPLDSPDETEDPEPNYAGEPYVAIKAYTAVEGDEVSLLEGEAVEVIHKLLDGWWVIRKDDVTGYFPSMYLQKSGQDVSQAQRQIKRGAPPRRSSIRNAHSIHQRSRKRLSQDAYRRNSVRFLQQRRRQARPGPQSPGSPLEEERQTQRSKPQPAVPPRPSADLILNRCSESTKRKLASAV
BaF3 tox: parental Ba/F3 viability inhibition as JAK2V617F counter-screen; 1.1% of 220,000 active; inhibition, % at 5.6 µM; CellTiter-Glo ATP luminescence;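 active = inhibition above a per-campaign cutoff, the mean inhibition of all tested compounds plus 3 SD, cut at about 27% in these data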;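 also: 0% = DMSO wells and 100% = JAK Inhibitor I control wells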
Starred values were filed as active, the others as inactive; . = not tested or not shown; & = joins results of further samples; [ ] = another dose, or the depositor's remark. This is a subset (hit frequency here may not be typical).

SMILES	Furin inh	PPC-1+TRAIL kill	PGE2 EP2 inh	Tb hexokinase	p97 ATPase inh	Ba/F3 V617F tox	RBBP9 inhibitor	p47phox inh	BaF3 tox
O=C1c2ccccc2C(=O)N1CC(=O)N1c2ccccc2CCc2ccccc21	-14[20 µM]	37	16	1	1	0	-11	-5	2
CC(C)Cn1c(SCC(=O)N2CCN(C(=O)c3ccco3)CC2)nc2ccccc2c1=O	-11	24	12	-2	-1	-2	-9	-1	-1
Cn1c(=O)oc2cc(S(=O)(=O)N3CCN(c4ccccc4)CC3)ccc21	-28	21	13	5	5	0	-5	-110	6
CCCc1nnc(SCC(=O)N2CCCCC2C)n1CC1CCCO1 (stereo unspecified)	-14[20 µM]	22	5	-4	-1	-4	-7	-11	0
CCOC(=O)c1c(N)sc2c1CCCC2	-15	20	8	0	3	-4	-5	-5	1
Cn1cc(SCC(=O)N2CCOCC2)c2ccccc21	-26	7	8	-11	4	-5	-2	-5	2
CCOC(=O)C(Cc1cc(C(C)=O)ccc1OCC)C(=O)OCC	-22[20 µM]	4	13	-4	-8	-1	-10	-3	2
CN(C)CCCNC(=O)CCC1CCCCC1	-14[20 µM]	21	20	-2	2	-2	-4	-7	3
Cc1nc2c3ccccc3nc(SCC(=O)N3CC(C)CC(C)C3)n2n1 (stereo unspecified)	-7[20 µM]	-4	.	-10	-6	1	-11	4	5
CCOc1ccccc1-n1c(CN2CCN(C(=O)c3ccco3)CC2)nc2ccccc2c1=O	-19[20 µM]	8	.	0	-3	-1	-5	2	-1
CCOC(=O)c1c(-c2ccc(C)cc2C)csc1NC(=O)CSc1nnnn1C	-10	2	44*	6	-2	2	-5	-60	13
CCOc1cc(S(=O)(=O)NCc2ccccc2)ccc1Br	-8	5	4	0	0	-1	-1	-20	2
CCCN(CCC)S(=O)(=O)c1ccc(C(=O)O)cc1	-16	17	6&8	8	6	-3	4	3	6
CCN(CC)c1ccc(C(=O)OCc2c(C)noc2C)cc1	-19	11	4	-20	2	-3	-10	-8	5
NC(=O)c1ccc(NC(=O)COC(=O)/C=C/c2cccs2)cc1	-14	7	7	-10	1	1	-6	-9	4
Cc1ccc(-c2ccc(/C=N\NC(=O)C3C(=O)NCC3c3ccccc3)o2)cc1Cl (stereo unspecified)	6[20 µM]	14	7	-45	-4	-3	-7	-35	0
CCN1CCN(c2cc(C)c3cc(NC(=S)N4CCN(c5ccccc5)CC4)ccc3n2)CC1	-20	2	3	-13	0	3	-1	-16	7
O=c1c2ccccc2sc2ccc(Cl)cc12	-13	2	7	8	1	-3	-5	-6	0
COc1ccc(C(C(=O)Nc2ccc(C(C)C)cc2)N(C)C(=O)c2ccc(=O)[nH]c2)cc1 (stereo unspecified)	-15	13	2	-4	-3	2	-8	-13	5
Cc1onc(-c2c(Cl)cccc2Cl)c1C(=O)ONC(=O)c1cc(C(F)(F)F)cc(C(F)(F)F)c1	-34	-2	14	-5	9	-2	7	-4	-1
O=C(c1cccnc1)N1CCN(S(=O)(=O)c2ccc3ccccc3c2)CC1	-14[20 µM]	-13	4	-7	1	-5	-3	3	2
CCOCCCNC(=O)C(NC(=O)c1ccc(NC(C)=O)cc1)c1ccc(Cl)cc1 (stereo unspecified)	-6	6	0	4	-7	6	-1	-3	8
C=C(C)C(=O)Nc1cccc(C2=NOC3(C2)C[C@@H](C(N)=O)N(C(=O)CC(c2ccccc2)c2ccccc2)C3)c1 (stereo partly specified)	-18	12	18	12	.	.	.	-24	.
CCc1ccc2c(COC(=O)c3n[nH]c4ccccc34)cc(=O)oc2c1	-1	15	14	12	-3	2	-4	-11	5
COc1cc(CNCCc2ccc(S(N)(=O)=O)cc2)ccc1OCC(=O)NC(C)(C)C	-14	24	2	1	-9	4	-2	7	4
COc1cccc(C2C(C(=O)c3sc(C)nc3C)=C(O)C(=O)N2CCN2CCOCC2)c1 (stereo unspecified)	-10	-5	18	-16	-1	-3	-6	-6	0
O=c1oc2ccccc2c(N2CCCCC2)c1CN1CCCCC1	3[20 µM]	-3	9	-3	2	-2	-5	-3	2
C=CCN1C(=Nc2ccccc2)SC/C1=C\C(=O)OC	-17	5	8	0	0	-1	-10	-5	4
C=C(C(=O)c1ccccc1)C(C)CC(=O)c1ccccc1 (stereo unspecified)	-12	2	21	-8	3	-2	-7	-13	4
O=C(c1c[nH]c(C(=O)C(Cl)(Cl)Cl)c1)c1ccccc1Br	-28	-6	6	-3	5	0	-1	-8	7
O=c1cc(O)c2c(=O)n(Cc3ccccc3)c3ccccc3c2o1	-23	25	12	-2	10	-5	-9	-21	-1
CCC(C(=O)NC(C)(C)C)N(C(=O)Cn1nnc(-c2ccccc2F)n1)c1cnc2ccccc2c1 (stereo unspecified)	-28	15	6	3	3	-3	-4	-11	1
OC(CNCCc1ccc(Cl)cc1)COCc1ccco1 (stereo unspecified)	-10	12	6	8	4	-1	2	-11	94*
CC(C)C(=O)Nc1nnc(NC(=S)Nc2ccccc2)s1	-10	6	7	-28	5	-2	-6	-5	-2
Cc1ccc(S(=O)(=O)N(C)CC(=O)O/N=C(\N)c2cccc([N+](=O)[O-])c2)cc1	-21[20 µM]	17	0	-1	0	-4	1	3	4
O=C(CCc1nc(-c2ccccc2F)no1)NCc1ccco1	-1[20 µM]	12	3	-1	7	-4	-7	2	0
COc1cccc(NC(=O)CC2C(=O)NC3CCCCC3N2C(=O)c2ccc(F)cc2)c1 (stereo unspecified)	-7[20 µM]	-1	13	5	-8	4	-16	-3	2
CCSc1nc2c(cnn2-c2ccccc2)c(=O)n1N	-31	12	2	-6	3	-2	2	-9	2
Cc1cc(-c2onc(C)c2C(=O)Nc2ccc(C(F)(F)F)cc2)no1	-23	8	8	-3	4	-1	-6	-3	0
C=CCNC(=S)N1CCN(CCN=CC2=C(O)CC(c3ccco3)CC2=O)CC1 (stereo unspecified)	-2[20 µM]	11	15	3	1	-3	-8	35*	1
CC1CCN(C2CCN(C(=O)c3ccccc3F)CC2)CC1	-20	-1	6	-8	-2	3	7	2	-1
CC(C)CC(=O)Nc1ccccc1N1CCN(c2ccccc2)CC1	-16	-5	5	4	-7	0	-8	1	0
CCOC(=O)c1cnn(CCOC(=O)Cc2cccs2)c1NC(=O)Cc1cccs1	-26	-13	9	3	6	-1	-5	-8	-1
Cc1cccc(C)c1Nc1ncnc(N)c1[N+](=O)[O-]	-11	13	4	-22	3	-1	-2	-1	2
C/C(=N\OCC(=O)Nn1c(C)nc2ccccc2c1=O)c1ccccc1	-25	19	6	4	9	-4	-3	1	4
CCc1nc2ccccc2c(=O)n1NC(=O)c1c(O)c2ccccc2[nH]c1=O	-24	19	7	-7	1	0	-6	0	9
Cn1cccc1C(=O)NC(=O)COC(=O)CNC(=O)CNC(=O)c1ccc(Cl)cc1Cl	-5	16	7	-7	6	-4	-3	1	-3
Cc1cc(C(F)(F)F)c(C#N)c(SCC(=O)NC2CC2)n1	-10	18	3	-5	-2	-2	-4	0	-2
CC(C)(C)OC(=O)N1CC=C2C(C#N)=C(N)C(C#N)(C#N)C(c3cccs3)C2C1 (stereo unspecified)	-17	1	24&16	-10	6	-4	-6	-25	-2
Cc1sc2nc(CN3CCOCC3)[nH]c(=O)c2c1-c1ccccc1	-17	23	8	-6	1	3	-12	-6	8
CC(C)Cc1nc2n[nH]c(N)c2c2c1CCC2	0	13	9	-3	-8	8	-3	-10	3
O=C(CN(Cc1cccs1)C(=O)CNS(=O)(=O)c1ccc(F)cc1)NCc1ccco1	2	16	14	1	2	-1	-5	1	2
O=C1[C@@H]2[C@@H]3C[C@@H]([C@H]4ON=C(c5ccc(Cl)cc5)[C@@H]34)[C@@H]2C(=O)N1c1ccc2c(c1)OCO2	-11	25	8	-3	5	-1	-9	-32	8
O=C(Nc1cccc(-c2nc3ccccc3s2)c1)c1ccc2c(c1)OCO2	-8[20 µM]	24	14&5	-12	-1	2	-11	-10	3
O=C(COC(=O)C1=COCCO1)Nc1ccc(Oc2ccccc2)cc1	-14[20 µM]	-16	2	-7	5	-4	-7	-7	5
O=C(O)c1ccccc1SCc1cn2ccccc2n1	-22	-4	2	-3	5	-2	0	-13	-5
CC(NC(=O)C(=O)NN=C1CCC(C(C)(C)C)CC1)c1ccccc1 (stereo unspecified)	-22	-11	6	-1	2	-1	-2	-1	3
c1ccc(C2CC(c3cccs3)=NN2c2ccccc2)cc1 (stereo unspecified)	-20	17	20	-7	0	4	-3	-25	0
CCCCOC(=O)CCc1c(C)[nH]c(=O)c(C#N)c1C	-17	-8	13	-12	1	-2	-2	-2	5
Cc1ccc(C)n1CCN1CCN(S(=O)(=O)c2ccc(F)cc2F)CC1	-18	-6	7	-3	3	-2	7	-18	-1

For convenience, some entries already given.
SMILES	Furin inh	PPC-1+TRAIL kill	PGE2 EP2 inh	Tb hexokinase	p97 ATPase inh	Ba/F3 V617F tox	RBBP9 inhibitor	p47phox inh	BaF3 tox
CC(C)Cc1nc2n[nH]c(N)c2c2c1CCC2	0	13	9	-3	-8	8	-3	-10	3
O=C(CN(Cc1cccs1)C(=O)CNS(=O)(=O)c1ccc(F)cc1)NCc1ccco1	2	16	14	1	2	-1	-5	1	2
O=C1[C@@H]2[C@@H]3C[C@@H]([C@H]4ON=C(c5ccc(Cl)cc5)[C@@H]34)[C@@H]2C(=O)N1c1ccc2c(c1)OCO2	-11	25	8	-3	5	-1	-9	-32	8

More records:
SMILES	Furin inh	PPC-1+TRAIL kill	PGE2 EP2 inh	Tb hexokinase	p97 ATPase inh	Ba/F3 V617F tox	RBBP9 inhibitor	p47phox inh	BaF3 tox
O=C(/C=C/c1ccco1)Nc1ccc2nc3n(c(=O)c2c1)CCCC3	19	10	3	-36	-1	7	-7	-4	6
Cc1ccc(C)c(S(=O)(=O)NCc2ccc(C(=O)N3CCCCC3C)cc2)c1 (stereo unspecified)	-14[20 µM]	-9	13	-2	-4	-4	-1	9	0
COc1ccc(CCNC(=O)COc2ccc(-c3ccccc3)cc2)cc1OC	-2	3	10	2	1	-2	0	-12	2
Cc1cccc(C(C)C)c1NC(=O)COC(=O)COc1ccc2c(C)cc(=O)oc2c1	-6	8	13	-11	-5	8	1	-8	10
CN(NC(=O)Nc1ccccc1)c1cnn(C)c(=O)c1Cl	-26	-4	13	1	8	-4	-3	-8	-2
COC(=O)c1ccc(CSc2nnnn2-c2ccc(C)cc2C)o1	-19	19	8	0	1	-2	-2	0	4
Cn1c(-c2ccc(=O)[nH]c2)nc2ccccc21	-24	4	4	-4	2	0	1	-3	4
O=C(/C=C/c1ccccc1)Nc1nnc(-c2ccco2)o1	-13	-12	6	-17	3	-3	3	9	5
CCCCNc1c(N)n(CCCC)c(=O)[nH]c1=O	-12	-4	6	31	5	0	4	-7	5
O=C(CCc1ccccc1)NNC(=O)C1CCCCC1	-17[20 µM]	5	12	0	2	1	-7	-4	4
COc1nc(C)ccc1-c1noc(-c2cccs2)n1	-16	15	0	-8	-7	-1	-12	-4	-1
Clc1ccc(Cc2nn3c(-c4ccncc4)nnc3s2)cc1	-17[20 µM]	.	.	-2	-1	-1	-8	.	6
O=C(Cn1nnc(-c2ccc(NC(=O)c3ccccc3F)cc2)n1)NCc1ccc(F)cc1	-22	6	1	8	10	-5	2	-6	0
CCCCN1CN(Cc2ccco2)CNC1=S	-18	15	3	-2	5	2	1	-4	5

2 compounds picked at random from those above, as already listed:
SMILES	Furin inh	PPC-1+TRAIL kill	PGE2 EP2 inh	Tb hexokinase	p97 ATPase inh	Ba/F3 V617F tox	RBBP9 inhibitor	p47phox inh	BaF3 tox
CCOC(=O)C(Cc1cc(C(C)=O)ccc1OCC)C(=O)OCC	-22[20 µM]	4	13	-4	-8	-1	-10	-3	2
Cc1ccc(C)n1CCN1CCN(S(=O)(=O)c2ccc(F)cc2F)CC1	-18	-6	7	-3	3	-2	7	-18	-1
